IDE act – IDE (human) activation, cell-based; P14735; HEK cells, FAbeta-B cleavage, fluorescence polarization; 0% vehicle, 100% cell-free pure enzyme wells; activation, % at 5.96 µM; actives 0.073% (n = 340,000);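 active = activation above the mean of all tested compounds plus 3 SD, set per screening campaign, cut at about 17% in these data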
Target sequence (P14735 whole entry, looked up): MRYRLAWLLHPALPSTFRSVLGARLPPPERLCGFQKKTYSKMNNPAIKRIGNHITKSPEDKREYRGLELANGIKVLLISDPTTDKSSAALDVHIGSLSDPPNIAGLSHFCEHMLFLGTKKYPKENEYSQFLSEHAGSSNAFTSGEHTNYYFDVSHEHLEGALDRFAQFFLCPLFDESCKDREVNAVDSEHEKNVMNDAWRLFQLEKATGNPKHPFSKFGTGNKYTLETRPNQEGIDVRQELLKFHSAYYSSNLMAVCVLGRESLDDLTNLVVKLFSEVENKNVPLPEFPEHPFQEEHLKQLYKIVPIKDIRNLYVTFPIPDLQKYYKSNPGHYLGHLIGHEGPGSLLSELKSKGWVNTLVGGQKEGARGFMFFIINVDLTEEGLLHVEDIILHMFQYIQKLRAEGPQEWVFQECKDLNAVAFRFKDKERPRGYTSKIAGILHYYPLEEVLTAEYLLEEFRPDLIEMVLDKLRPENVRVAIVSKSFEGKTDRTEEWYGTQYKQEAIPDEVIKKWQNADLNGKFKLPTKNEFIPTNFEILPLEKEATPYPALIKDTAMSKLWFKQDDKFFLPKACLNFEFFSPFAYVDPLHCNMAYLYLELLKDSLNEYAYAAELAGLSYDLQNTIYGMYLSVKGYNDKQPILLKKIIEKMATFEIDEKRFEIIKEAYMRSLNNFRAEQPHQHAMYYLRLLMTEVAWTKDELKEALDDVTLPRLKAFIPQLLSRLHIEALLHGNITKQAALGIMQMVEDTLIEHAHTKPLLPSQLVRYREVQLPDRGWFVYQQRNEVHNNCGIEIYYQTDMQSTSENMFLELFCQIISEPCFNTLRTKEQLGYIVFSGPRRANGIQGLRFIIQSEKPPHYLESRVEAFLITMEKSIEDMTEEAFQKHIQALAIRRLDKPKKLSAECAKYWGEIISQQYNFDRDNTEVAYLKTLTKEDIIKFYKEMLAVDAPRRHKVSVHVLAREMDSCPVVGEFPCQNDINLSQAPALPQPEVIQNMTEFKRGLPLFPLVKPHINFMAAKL
An asterisk follows results filed as active. The list is partial. The share of hits here may be higher or lower than overall.

IDE act	smiles
2	CN(C)S(=O)(=O)c1ccc(Cl)c(C(=O)OCC(=O)c2ccco2)c1
1	COc1ccc(S(=O)(=O)Nc2cccc(-c3ccc4nncn4n3)c2)c(OC)c1
1	COc1ccc(S(=O)(=O)N2CCCCC2)cc1NC(=O)c1ccc(Cl)nc1
4	CC(=O)c1ccc(S(=O)(=O)Nc2c(C)nn(C)c2C)cc1
1	COc1cc(C(=O)NC2CCN(C)CC2)ccc1Nc1ncc2c(n1)N(C1CCCCC1)CCC(=O)N2C
1	CCCN(C(=O)CSc1ncccn1)C1CCS(=O)(=O)C1 (configuration not stated)
2	Cc1ccc(NC(=O)CCC(=O)N/N=C/c2coc3ccc(F)cc3c2=O)cc1
-3	O=C(N/N=C/c1ccsc1)c1ccc2c(c1)OCO2
-2	Cc1ccc(C(c2ccc(C)c(C)c2)C(O)C2OC(=O)C(O)C2O)cc1C (configuration not stated)
3	Cc1nc2ccc(NC(=O)c3cccc(S(=O)(=O)N4CCOCC4)c3)cc2s1
-4	COc1ccc(CC(=O)OCC(=O)N(CC(C)C)c2c(N)n(Cc3ccccc3)c(=O)[nH]c2=O)cc1
2	COc1ccc(S(=O)(=O)Nc2ccc3c(c2)C(=O)N([C@H](C)CO)C[C@H](C)[C@@H](CN(C)S(=O)(=O)c2c(C)noc2C)O3)cc1
1	CCOC(=O)[C@@H]1[C@H]2COc3cc(OC)ccc3[C@H]2N2C(=O)N(c3ccc(C)cc3)C(=O)[C@]12C
1	COc1ccc(NC(=O)N(C)C[C@H]2Oc3ccc(NC(=O)Cc4ccccc4)cc3C(=O)N([C@H](C)CO)C[C@@H]2C)cc1
6	COc1ccc(S(=O)(=O)N2CCCC2CNC(=O)C(=O)NCc2ccccc2)cc1 (configuration not stated)
7	COc1ccc(C(=O)NCC(c2ccccc2)N2CCCC2)cc1S(=O)(=O)N1CCOCC1 (configuration not stated)
5	COc1ccc(C(=O)OCC(=O)NC2CC2)cc1S(=O)(=O)N(C)Cc1ccccc1
2	CCCN(C(=O)c1ccc(-n2cncn2)c([N+](=O)[O-])c1)C1CCS(=O)(=O)C1 (configuration not stated)
4	C/C(=N\OCC(=O)OC(C)C(=O)Nc1ccc(C)c(S(=O)(=O)N2CCOCC2)c1)c1ccc2c(c1)OCO2 (configuration not stated)
6	COc1cccc(COC(=O)c2ccc3c(=O)n4c(nc3c2)CCC4)c1OC
-1	CC(=O)Nc1ccc2c(c1)C(=O)c1ccc(Cl)cc1-2
-6	NC(=O)NC(Cc1ccccc1)C(=O)N1CCN(S(=O)(=O)c2ccc(Cl)cc2)CC1 (configuration not stated)
3	Cc1cc(C)n2nc(C(=O)OCC(=O)NC(=O)c3ccccc3)nc2n1
-1	Nn1c(SCC(=O)N2CCOCC2)nnc1-c1cccnc1
4	O=C(NNC(=O)c1cccc2ccccc12)c1cccc(F)c1
-2	COc1ccccc1NS(=O)(=O)c1cccc(C(=O)N/N=C(\C)c2ccncc2)c1
2	Cc1nc(SCc2nc3c([N+](=O)[O-])cccc3[nH]2)c2oc3ccccc3c2n1
7	CN(CC(=O)Nc1cccc(F)c1)C(=O)/C=C/c1ccc(Br)s1
1	C[C@H]1CN([C@@H](C)CO)C(=O)c2cc(NC(=O)CCN3CCOCC3)ccc2O[C@H]1CN(C)C(=O)Nc1ccc(F)cc1
3	CC(=O)Nc1cccc(C(=O)NNC(=O)c2ccccc2-n2cccc2)c1

3 compounds out of the list above, sorted by the number in IDE act, ascending:
SMILES	IDE act
CC(=O)Nc1ccc2c(c1)C(=O)c1ccc(Cl)cc1-2	-1
O=C(NNC(=O)c1cccc2ccccc12)c1cccc(F)c1	4
CN(CC(=O)Nc1cccc(F)c1)C(=O)/C=C/c1ccc(Br)s1	7

(further entries)
IDE act	smiles
4	CC(=O)Nc1ccc(NC(=O)c2ccc(Cl)c(S(=O)(=O)N3CCc4ccccc43)c2)cc1
3	CC(C)=C[C@@H]1C[C@H](C)[C@H]2CC[C@H](C)c3c(O[C@@H]4O[C@@H](C)[C@@H](O)[C@@H](O)[C@@H]4O)c(O)c(C)c1c32
5	O=C(COC(=O)Cc1ccc(F)cc1)NC1CCS(=O)(=O)C1 (configuration not stated)
-4	CN(CC(=O)Nc1cccc(S(=O)(=O)N2CCOCC2)c1)CC(=O)Nc1ccc(Cl)c(C(F)(F)F)c1
-3	COc1cccc(NC(=O)CN(C)C(=O)Cc2c(C)nc3ccccc3c2C)c1
1	CN(C)C(=O)CCc1ccc2c3c([nH]c2c1)[C@]1(C)[C@@H](C(=O)N2CCCCC2)C[C@H](CC(=O)NCCN2CCOCC2)C(=O)N1CC3
6	CCN(CC(=O)Nc1ccc2c(c1)OCCO2)CC(=O)Nc1ccc(C)c(S(=O)(=O)N(C)C)c1
-4	CN(C(=O)COC(=O)c1nn(C)c(=O)c2ccccc12)c1c(N)n(Cc2ccccc2)c(=O)[nH]c1=O
5	N#Cc1ccccc1NC(=O)COC(=O)/C=C/c1ccc(S(=O)(=O)N2CCOCC2)cc1
6	CCCCN(C(=O)C1CCC1)c1c(N)n(CCC)c(=O)[nH]c1=O
0	CNC(=O)COc1coc(CN2CCN(C(=O)c3ccco3)CC2)cc1=O
-6	N#Cc1nc(Nc2cc(F)cc(F)c2)c2ncn(CC(F)F)c2n1
2	COC(=O)[C@]1(Cc2ccccc2)N[C@H](CN(C)C(=O)c2ccc(C)cc2)[C@@H]2C(=O)N(C)C(=O)[C@@H]21
-5	CCOC(=O)C1=CC[C@H]2c3c(c4ccccc4n3C)C(=O)C1N2C(=O)OC(C)(C)C
7	O=C(c1ccc(S(=O)(=O)N2CCCCCC2)cc1)N1CCCC(C(F)(F)F)C1 (configuration not stated)

A different layout for 3 compounds above.
mol	IDE act
CCOC(=O)C1=CC[C@H]2c3c(c4ccccc4n3C)C(=O)C1N2C(=O)OC(C)(C)C	-5
CC(=O)Nc1ccc(NC(=O)c2ccc(Cl)c(S(=O)(=O)N3CCc4ccccc43)c2)cc1	4
COc1cccc(NC(=O)CN(C)C(=O)Cc2c(C)nc3ccccc3c2C)c1	-3

Continuation.
IDE act	smiles
-1	C#CCOCCOCCOCCNc1nc(N2CCN(C(=O)Cn3cc(CCO)nn3)CC2)nc(N2CCN(C(=O)[C@H]([C@@H](C)CC)n3cc(CCCN=C(N)N)nn3)CC2)n1
3	O=C(CCC(=O)c1cccs1)OCc1ccc([N+](=O)[O-])cc1
-4	O=C(C1CC(=O)N(c2ccc3c(c2)OCCO3)C1)N1CCCC(C(F)(F)F)C1 (configuration not stated)
12	C#CCOCCOCCOCCNc1nc(N2CCN(C(=O)CCCCCCCCCCNC(=O)[C@H](CCCCN)n3cc(CCO)nn3)CC2)nc(N2CCN(C(=O)CCCCCCCCCCNC(=O)[C@@H]([C@H](C)O)n3cc(C)nn3)CC2)n1
-2	CCC1(CC)NC(=O)N(CC(=O)OCC(=O)Nc2ccc(OC(F)(F)F)cc2)C1=O
5	COc1ccc(S(=O)(=O)N2CCC(C(=O)NN3CCCCC3)CC2)cc1OC
2	Cc1c(C(=O)N2CCN(S(=O)(=O)c3ccccc3)CC2)oc2ccccc12
5	CCOc1ccc(NC(=O)CSc2nc(=O)n(Cc3cccnc3)c3c2CCC3)cc1
4	CCC(C)(C)C1CCC2(CC1)NC(=O)N(CC(=O)N(C)Cc1ccc(OC(F)F)cc1)C2=O (configuration not stated)
2	O=C(COC(=O)c1ncc(Cl)c(Cl)c1Cl)NCCc1ccccc1
2	O=[N+]([O-])c1ccccc1S(=O)(=O)Nc1cccc(-c2ccc3nncn3n2)c1
-1	CC(=O)c1c(C)[nH]c(C(=O)CN2CCN(S(=O)(=O)c3ccccc3)CC2)c1C
3	CCc1ccc(-c2nc(SCC(=O)NC3CCS(=O)(=O)C3)n[nH]2)cc1 (configuration not stated)
1	CCOc1ccc(S(=O)(=O)N2CCN(C(=O)CCC(=O)N3CCOCC3)CC2)cc1
0	C[C@H](CO)N1C[C@H](C)[C@@H](CN(C)C(=O)Nc2ccccc2)Oc2c(NC(=O)c3ccncc3)cccc2C1=O

Arranged by heavy-atom count (largest number first): some entries from above
IDE act	smiles
4	CCC(C)(C)C1CCC2(CC1)NC(=O)N(CC(=O)N(C)Cc1ccc(OC(F)F)cc1)C2=O (configuration not stated)
-4	O=C(C1CC(=O)N(c2ccc3c(c2)OCCO3)C1)N1CCCC(C(F)(F)F)C1 (configuration not stated)
2	Cc1c(C(=O)N2CCN(S(=O)(=O)c3ccccc3)CC2)oc2ccccc12

(listing goes on)
IDE act	smiles
5	c1ccc(OCCOCCOc2ccccc2)cc1
0	CC(C)CC(=O)Nc1ccc(C(=O)COC(=O)CN2C(=O)NC3(CCCCC3C)C2=O)cc1 (configuration not stated)
-1	C#CCOCCOCCOCCNc1nc(N2CCN(C(=O)Cn3cc(CCCN=C(N)N)nn3)CC2)nc(N2CCN(C(=O)[C@H]([C@@H](C)O)n3cc(CCCCN)nn3)CC2)n1
2	CN(c1ccccc1)S(=O)(=O)c1ccc(C(=O)NNC(=O)c2ccccc2F)cc1
7	Cc1ccc(NC(=O)CN(C)S(=O)(=O)c2ccc(Cl)s2)c(O)c1
2	O=C(NN=Cc1ccc(N2CCOCC2)cc1)c1cc2ccccc2cc1O
1	CC1CCCN(C(=O)c2ccc(NS(=O)(=O)c3cccc([N+](=O)[O-])c3)cc2)C1 (configuration not stated)
6	Cn1cc(C(=O)NCCc2ccccc2)c(=O)c2cc(S(=O)(=O)N3CCOCC3)ccc21
-2	C[C@H](CO)N1C[C@H](C)[C@@H](CN(C)S(=O)(=O)c2cccs2)Oc2c(NC(=O)Nc3ccc4c(c3)OCO4)cccc2C1=O
5	Oc1cc(-c2ccncc2)cc2cccnc12
4	Cn1c(=O)c2c(ncn2CC(=O)Nc2cc(S(=O)(=O)N3CCCCC3)ccc2Cl)n(C)c1=O
3	Cc1ccccc1OCCC(=O)Nc1cc(S(=O)(=O)N2CCCCC2)ccc1N1CCN(C)CC1
5	Cc1ccc(C(=O)OCC(=O)Nc2ccc3c(c2)OCO3)c(O)c1
2	O=C(COc1cccc(Cl)c1Cl)NC1CC1
-5	O=C(/C=C/Nc1ccc(Br)cn1)c1cccc(OC(F)F)c1
5	C[C@H](CO)N1C[C@H](C)[C@@H](CN(C)C(=O)NC2CCCCC2)Oc2c(NC(=O)c3ccncc3)cccc2C1=O
2	CCc1ccc(C(=O)C(C)OC(=O)c2cccc(S(=O)(=O)N3CCOCC3)c2)cc1 (configuration not stated)
8	COc1ccc(CN2CCN(S(=O)(=O)c3ccccc3)CC2)c(OC)c1OC
0	O=S(=O)(Nc1ccc(Br)cc1)c1cccc(NS(=O)(=O)c2cccs2)c1
1	O=C(COC(=O)c1ccc(O)cc1)Nc1ccc(S(=O)(=O)N2CCCC2)cc1
-7	CCOc1ccc(CCN2C(=S)N([C@@H](CC(C)C)CN3CCCC3CN3C(=S)NC[C@@H]3Cc3ccc(O)cc3)C[C@@H]2Cc2ccccc2)cc1 (some centres not stated)
0	O=C(COC(=O)C1=COCCO1)Nc1cc(Cl)c(Cl)cc1Cl
1	COc1ccc(C(CNC(=O)COc2ccccc2C)N2CCOCC2)cc1 (configuration not stated)
7	O=C(c1ccccc1)n1c(=O)cc[nH]c1=O
4	COc1cc(NC(=O)c2ccccc2[N+](=O)[O-])ccc1NC(=O)c1cc2ccccc2o1
3	CC1CCCCN1C(=S)NC(=O)c1ccccc1 (configuration not stated)
-4	O=C(CSc1nccn(-c2ccc(F)c(F)c2)c1=O)NC1CCCC1
6	NC[C@H](Cc1ccccc1)NCCCCC1CCCCC1
1	CC1(C)NC(=S)NC1=S
2	CCCCn1nc(C(=O)NCC(c2cccs2)N2CCOCC2)c2ccccc2c1=O (configuration not stated)
3	CCOc1ccc(S(=O)(=O)Nc2cccc(C(=O)N3CCN(c4cccc(OC)c4)CC3)c2)cc1
2	O=C(COc1ccc2c(c1)CCC2)Nc1ccccn1
5	CSc1ncccc1C(=O)OCC(=O)Nc1nc(C)c(Cl)cc1Cl
3	CCOc1ccc(C(=O)NCC(=O)N2CCCCCCC2)cc1
3	COc1ccc(NC(=S)N2CCC(C(=O)c3ccc(Cl)cc3)CC2)cc1
2	CC(=O)c1c(C)[nH]c(C(=O)OCC(=O)N(C)c2c(N)n(Cc3ccccc3)c(=O)[nH]c2=O)c1C
4	c1ccc(C2OCCN2c2ccccc2)cc1 (configuration not stated)
4	O=C(COC(=O)CNC(=O)c1ccccc1Cl)Nc1cc(C(F)(F)F)ccc1Cl
-2	CSc1ncccc1C(=O)OCC(=O)NCCCc1ccccc1
-3	O=C(Cn1cnc2ccccc2c1=O)NCCCN1CCCC1=O
0	O=C(c1cc(S(=O)(=O)N2CCOCC2)ccc1Cl)N1CCC(Cc2ccccc2)CC1
1	CN(CC(=O)NCC(c1ccco1)N1CCCCC1)S(=O)(=O)c1ccc(Cl)cc1 (configuration not stated)
2	COc1ccc(S(=O)(=O)N2CCN(C(=O)CCc3c[nH]c4ccccc34)CC2)cc1
8	C=CC[C@@H](CC(=O)N[C@H](CO)Cc1ccccc1)C(=O)N[C@@H](COC(=O)[C@H](CC=C)CC(=O)OC(C)(C)C)Cc1ccccc1
5	CN(c1ccccc1)S(=O)(=O)c1ccc(C(=O)NCc2ccccc2CN2CCCC2)cc1
6	Cc1ccc(NC(=O)c2cccnc2)cc1S(=O)(=O)N1CCOCC1
6	CC[C@@H](C)[C@@H]1CN([C@@H](CN2CCC[C@H]2CN2C(N)=NC[C@H]2CC(C)C)C(C)C)C(=N)N1CCCC1CCCC1
2	CCOc1ncccc1C(=O)OC(C)C(=O)NC1CCCCC1 (configuration not stated)
1	COc1cc2cc(c1Cl)N(C)C(=O)CC(OC(=O)C(C)N(C)C(C)=O)C1(C)OC1C(C)C1CC(O)(NC(=O)O1)C(OC)C=CC=C(C)C2 (configuration not stated)
-4	CN(Cc1ccccc1)C(=O)c1[nH]cnc1C(=O)NCc1ccccc1
2	O=C(Nc1cc(S(=O)(=O)N2CCOCC2)ccc1N1CCOCC1)c1ccccc1[N+](=O)[O-]
-2	C[C@H](CCC(=O)NCC(=O)O)[C@H]1CC[C@H]2C3[C@H](O)C[C@@H]4C[C@H](O)CC[C@]4(C)[C@H]3C[C@H](O)[C@]12C (some centres not stated)

Assay outcomes deposited in PubChem by The Scripps Research Institute Molecular Screening Center.
